N370S GC – inhibitors or activators of N370S glucocerebrosidase for Gaucher disease. Potency, µM (doses to about 59.4 µM), without a hit: top-dose activity change, negative = inhibition, actives largely listed as inhibitors. P04062. N370S GC spleen homogenate, 4MU-glucoside fluorescence. hit rate 0.092% among 330,000;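 note: 0% = full enzyme activity and -100% = no enzyme basal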
TDP1 block – inhibitors of human tyrosyl-DNA phosphodiesterase TDP1. Q9NUW8. recombinant TDP1, AlphaScreen DNA substrate cleavage. Potency, µM (top dose mostly 130 µM), for the others: at the top dose activity change, negative = inhibition, actives largely listed as inhibitors. hit rate 0.28% among 350,000; note: nearly all actives have a fitted effect of over 40% in size
Target sequence (Q9NUW8 whole entry, looked up): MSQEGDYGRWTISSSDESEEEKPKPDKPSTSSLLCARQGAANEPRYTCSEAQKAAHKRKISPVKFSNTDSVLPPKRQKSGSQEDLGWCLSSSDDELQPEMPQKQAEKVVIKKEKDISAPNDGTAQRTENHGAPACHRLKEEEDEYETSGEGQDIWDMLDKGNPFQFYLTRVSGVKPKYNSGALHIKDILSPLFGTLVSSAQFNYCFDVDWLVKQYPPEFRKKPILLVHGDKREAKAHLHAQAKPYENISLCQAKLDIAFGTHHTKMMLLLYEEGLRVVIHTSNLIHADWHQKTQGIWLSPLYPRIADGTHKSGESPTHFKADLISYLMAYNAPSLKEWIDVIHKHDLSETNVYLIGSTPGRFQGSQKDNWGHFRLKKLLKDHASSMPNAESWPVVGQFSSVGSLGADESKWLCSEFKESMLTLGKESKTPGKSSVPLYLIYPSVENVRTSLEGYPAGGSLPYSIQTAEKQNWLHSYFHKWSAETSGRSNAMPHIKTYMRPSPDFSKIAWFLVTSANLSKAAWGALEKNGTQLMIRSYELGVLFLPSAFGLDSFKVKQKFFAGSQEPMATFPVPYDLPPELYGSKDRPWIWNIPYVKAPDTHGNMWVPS
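Here, a 5' biotin and 3' phosphotyrosine-FITC DNA oligonucleotide reports Tdp1 activity: intact substrate bridges AlphaScreen beads, while cleavage leaves a 3' phosphate and drops signal. All incubations at room temperature.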
FEN1 inhibitor – human FEN1 inhibition. Recombinant FEN1 flap cleavage, fluorescence, 15 min. Potency, µM (series often up to 114 µM), for inactives: top-dose activity change, negative = inhibition, usual class: inhibitors. hit rate 0.35% among 390,000. AID 588795; note: nearly all actives have a fitted effect of over 65% in size
Target sequence (P39748 whole entry, looked up): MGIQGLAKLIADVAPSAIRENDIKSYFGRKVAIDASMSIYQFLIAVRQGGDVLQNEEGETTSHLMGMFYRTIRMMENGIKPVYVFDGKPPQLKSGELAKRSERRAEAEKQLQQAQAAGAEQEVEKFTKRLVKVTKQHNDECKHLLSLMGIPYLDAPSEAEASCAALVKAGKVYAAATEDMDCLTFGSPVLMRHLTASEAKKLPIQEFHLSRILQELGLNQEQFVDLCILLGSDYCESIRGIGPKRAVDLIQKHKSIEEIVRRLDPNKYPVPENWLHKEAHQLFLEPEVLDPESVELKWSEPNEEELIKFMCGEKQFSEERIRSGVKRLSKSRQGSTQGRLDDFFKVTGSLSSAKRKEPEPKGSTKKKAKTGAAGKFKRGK
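Compounds are tested as a concentration series against 10 nM FEN1; after a 15 min room-temperature preincubation, 50 nM substrate starts cleavage, with plate reads at 0 and 15 min. Normalized responses are fitted by a Hill equation.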
Starred values were filed as active, the others as inactive; ? = inconclusive; . = not tested or not shown; & = joins results of further samples; [ ] = remark or other dose. Calls come from the whole dose curve; as a rule, active = well fitted curve in the direction sought with a large enough effect; inconclusive = small, poorly fitted or top-dose-only effect, or another doubt; inactive = no such curve, though single readings can be large; an effect the other way counts as inactive or inconclusive. Unless noted, % is set by controls: 0 for no effect and ±100 for the full control effect; potency is the fitted concentration of half-maximal effect. Rows were taken by chance (roughly 0.57% active in at least one column).

SMILES	N370S GC	TDP1 block	FEN1 inhibitor
Cc1cc(C)c(OCCNC(=O)c2ccccc2Sc2ccccc2C#N)c(C)c1	28%	-5%	?
O=[N+]([O-])c1nn(-c2ccc3c(c2)OCCO3)n(O)c1=Nc1ccc(Cl)cc1	-4%	10%	-7%
C=CCNCC(=O)Nc1sc2c(c1C(=O)Nc1ccc(OC)cc1OC)CCC2	6%	4%	-20%
N#CCc1c(C#N)c(N)nc(N2CCN(Cc3ccc4c(c3)OCO4)CC2)c1C#N	-10%	6%	2%
CC1=C(C(N)=O)C(c2ccc(F)cc2)n2nc(-c3ccccc3Cl)nc2N1 (stereo not given)	.	6%	6%
CCOc1ccccc1C(=O)N1CC(=O)Nc2ccc(Cl)cc2C1c1ccccc1 (stereo not given)	.	6%	2%
Cc1c(F)cccc1NC(=O)C1CCCN1S(=O)(=O)c1ccc(F)cc1 (stereo not given)	.	-3%	14%
Cc1c(C#N)c(N=CN(C)C)c(C(=O)c2ccc(Br)cc2)n1-c1ccccc1	13%	7%	5%
Cn1c(C(=O)OCC(=O)NCCc2ccccc2)cc2sccc21	6%	-3%	2%
COCc1cc(=O)[nH]c(/N=C(\N)Nc2ccc(C)cc2)n1	-5%	0%	-6%
O=C(OCC(=O)N1CCCCC1)c1ccccc1SCC(=O)N1CCCCC1	5%	0%	12%
OCCNCC1(O)C2CC3CC(C2)CC1C3 (stereo not given)	0%	2%	-2%
O=C(O)CNS(=O)(=O)c1ccc2c(c1)CCCC2	-6%	50µM*	-2%
O=[N+]([O-])c1ccc(O)c(/C=N/NC(=S)Nc2ccc(Cl)cc2Cl)c1	-7%	12%	-7%
O=C(NNC(=O)c1cccnc1)c1ccncc1	-3%	.	-3%
CCOc1cccc(CN2CCCC(N3CCc4ccccc4C3)C2)c1O (stereo not given)	-11%	.	-2%
CCCN(Cc1ccccc1)C(=S)Nc1ccc(C(C)=O)cc1	-3%	7%	-8%
COc1cc(C2=Nc3c(c(C)nn3-c3ccccc3)P(=O)(N3CCOCC3)O2)cc(OC)c1OC (stereo not given)	4%	0%	-15%
CC(C)(C)NCC(O)Cn1cc(C=O)c2ccccc21 (stereo not given)	-17%	-3%	16%
O=[N+]([O-])c1ccc(/C=N/Nc2nc(N3CCCCC3)nc(N3CCCCC3)n2)cc1	-3%	5%	16%
Cc1ccc(CCNC(=O)c2ccc3c(=O)n(-c4ccccc4)c(=O)[nH]c3c2)cc1	.	3%	23%
Cc1cccc(-c2nc3cc(NC(=O)COc4ccccc4F)ccc3o2)c1	.	2%	5%
CCOC(=O)C(=NCC1CCCO1)NNc1cc(Cl)ccc1Cl (stereo not given)	-1%	6%	-23%
CCc1c(C)nc(N)n2c(SCC(=O)N3CCN(c4ccccc4OC)CC3)nnc12	-1%	4%	.
CC(C)NS(=O)(=O)c1ccc(CCC(=O)Nc2ccc3c(c2)OCO3)cc1	11%	3%	-4%
Cc1cccc(NC(c2ccc(O)cc2)c2ccc3ccc(C)nc3c2O)n1 (stereo not given)	12%[12.8 µM]	1%	-16%
COC(=O)C1=C(NC(=O)c2ccc(Br)cc2)CCS1	-4%	2%	-6%
O=C(O)c1cccnc1Oc1ccccc1	11%	-8%[56.1 µM]	7%
Nc1nc(CN2CCOCC2)cs1	4%	4%	3%
O=C(N/N=C/c1ccc2cccc(OCc3ccccc3)c2n1)c1ccc(Br)cc1	13%[12.8 µM]	2%	-4%
CC(C)NCC(O)COc1ccc(Br)cc1 (stereo not given)	-24%	5%	0%
Cc1nn(-c2ccccc2)c2c1C1(C(=O)N(C)c3ccccc31)C(C#N)=C(N)O2 (stereo not given)	-17%	9%	-13%
O=C(CSc1nnc(COc2ccc(Cl)cc2)o1)N1CCOCC1	-9%	6%	1%
N#CCSc1nnc(CNc2cccc(Cl)c2)o1	4%	0%	-1%
Cc1ccc(C(=O)C[n+]2cc(Br)cc(Br)c2)cc1[N+](=O)[O-]	-1%	-5%	2%
COc1ccc(N2CCN(C(=O)c3ccc(CS(=O)c4cccc(C)c4)o3)CC2)cc1 (stereo not given)	-4%	7%&5%	-11%&18%
Cc1cccc(N=C2NC(=O)/C(=C/c3cccnc3)S2)c1C	3%	7%	-20%
COC(=O)c1ccc(C)c(NC(=O)CN(c2cc(OC)ccc2OC)S(C)(=O)=O)c1	3%	4%	-3%
CCOc1ccc(N2C(=O)CC(N3CCN(C4CCc5ccccc5C4)CC3)C2=O)cc1 (stereo not given)	-9%	1%	-2%
Cc1ccccc1/[N+]([O-])=C/c1ccncc1	-10%	10%	-7%
CN1C(=O)c2c(sc3c2CC(C)(C)SC3)N2CCN=C12	10%	-2%	1%
Cc1cc2c(NC3CCCCC3)ncnc2s1	-4%	.	0%
CCOc1cccc(/C(O)=C2/C(=O)C(=O)N(CCN3CCOCC3)C2c2ccncc2)c1 (stereo not given)	-21%	5%	.
COC(=O)c1cc(S(=O)(=O)NCCc2ccc(C)cc2)c[nH]1	-5%	.	-8%
Cc1ccc(C2=NN(C(=O)CSc3nccn3C)C(c3ccco3)C2)cc1 (stereo not given)	-6%	7%[56.1 µM]	-4%
COc1ccc(C2=NN(c3ccc(C(=O)O)cc3)C(c3ccc(OC)c(OC)c3)C2)cc1 (stereo not given)	?	.	4%
Cc1ccc(CN(C)C(=O)C2CCCN2C(=O)c2cccs2)o1 (stereo not given)	12%	-1%	-10%
CCCCSc1nnc([C@H](CC(C)C)NC(=O)OC(C)(C)C)o1	4%	-3%	13%
Cc1ccc(-c2nc(CS(=O)CC(=O)NCCc3ccc(Cl)cc3)c(C)o2)cc1 (stereo not given)	.	8%	-7%
OC(COc1cccc2ccccc12)CN1CCCC1 (stereo not given)	-2%	-8%	-4%
Cc1ccc(-c2[nH]c(-c3ccc(C(=O)O)cc3)nc2-c2ccccc2)cc1	10%	6%	-7%
CN(C(=O)CSc1nc2[nH]ncc2c(=O)[nH]1)c1ccccc1	-1%	.	7%
CCOc1ccc(CN2CCN(CC3CC3)CC2CCO)cc1 (stereo not given)	1%	.	-3%
O=C(CSc1ccc(Cl)cc1)Nc1ccc(NC(=O)c2ccco2)cc1	5%	0%	-2%
Cc1ccccc1NC(=O)CSC1=NCCN1	3%	-4%	5%
N#C/C(=C\Nc1ccc(Cl)cn1)S(=O)(=O)c1ccccc1	-1%	3%	-7%
Cc1cccc(NC(=O)C2CCN(S(=O)(=O)c3cccc4cccnc34)CC2)n1	-5%	7%	15%
CCOc1ccc(N2C(=O)/C(=C/c3cccs3)N(CC(=O)OC)C2=S)cc1	-1%	5%	3%
COc1cccc(CNC(=O)CCC2CCCN(C(=O)c3cc(C)on3)C2)c1 (stereo not given)	4%	6%	-14%
O=C(O)CCC(=O)N1CC=C(c2ccccc2)CC1	3%	1%	-11%

More records:
SMILES	N370S GC	TDP1 block	FEN1 inhibitor
Cc1ccc(-c2cn3ccc(C)cc3n2)cc1	.	4%[12.3 µM]	7%
O=C(NCc1ccccc1Cl)c1ccc(CSCc2ccccc2Cl)o1	.	5%	-17%
CCOC(=O)COn1c(=O)c(-c2ccc(F)cc2)[n+]([O-])c2ccccc21	-3%	.	3%
Cc1ncoc1C(=O)N1CCCC(C(=O)c2cccc(C(F)(F)F)c2)C1 (stereo not given)	-20%	-1%	-1%
O=C(CCc1nc2ccccc2c(=O)[nH]1)Nc1cc(C(F)(F)F)ccc1N1CCOCC1	-3%	-6%	4%
Cc1ccc(S(=O)(=O)N2CCN(C(=O)Cn3cnc4c3c(=O)n(C)c(=O)n4C)CC2)cc1C	.	7%	17%
Cc1ccc(SCC(=O)Nc2ccc(O)c(-c3nc4cc(C)ccc4o3)c2)cc1	.	1%	22%
CC(C)C(c1nnnn1Cc1ccccc1)N1CCc2ccccc2C1 (stereo not given)	-4%	7%	6%
Fc1ccccc1OCCCCCCN1CCCC1	-6%	2%	2%
CN1c2ccc(Cl)cc2C(=O)NC1c1ccc([N+](=O)[O-])s1 (stereo not given)	16%	0%	8%
CSc1ccc(CNC(=O)Cc2ccc(NC(=O)C3=C(C)OCCS3)cc2)cc1	-3%	5%	7%
CN(C(=O)COC(=O)c1cncc(Br)c1)C1CCCCC1	.	1%	0%
O=C(O)c1ccc2c(c1)CC(c1ccccc1)OC2=O (stereo not given)	-1%[2.35 µM]	-6%	6%
O=c1c2c(nc3cc(-c4cccc(F)c4)[nH]n13)CCC2	0%	2%	-6%
CCn1cc(C(=O)NCc2ccccn2)c(=O)c2cc(F)c(N3CCN(C)CC3)cc21	0%	6%	5%
Cc1sc(Cc2nc(O)cs2)nc1-c1ccccc1	6%	14%	2%
Cc1ccc(S(=O)(=O)N2CCC[C@H]2C(=O)OCc2cc(=O)oc3cc(C)ccc23)cc1	.	-1%	-9%
CCCn1c(CCC(=O)Nc2cc(C(=O)OC)cc(C(=O)OC)c2)nc2cccnc21	.	4%	4%
CCN(c1ccccc1)S(=O)(=O)c1ccc(N)cc1	3%	-1%	3%
C[C@H](NC(=O)N1CCc2nc(COc3ccccc3)c3c(c2C1)CO[C@@H](C)C3)c1ccccc1	1%[12.8 µM]	12%[12.3 µM]	.
CC(C)(C)OC(=O)NC(Cc1ccccc1)C(=O)N1CCC(C(=O)NCC(=O)Nc2ccc(F)cc2)CC1 (stereo not given)	-4%	2%	-15%
CCOC(=O)c1[nH]c(C)c(CCC(=O)NCc2ccc(N(C)C)cc2)c1C	.	5%	12%
COc1cc(C(=S)N2CCOCC2)ccc1OS(=O)(=O)c1ccc(C)cc1	-1%	.	11%
O=S(=O)(c1ccccc1)c1cnc(-c2cccnc2)nc1-c1ccc(Cl)cc1Cl	?	1%	-9%

Shown as a hit in TDP1 block, among the entries above:
SMILES	N370S GC	TDP1 block
O=C(O)CNS(=O)(=O)c1ccc2c(c1)CCCC2	-6%	50µM*

The listing picks up with the 7 entries that preceded the break.
SMILES	N370S GC	TDP1 block	FEN1 inhibitor
CCCn1c(CCC(=O)Nc2cc(C(=O)OC)cc(C(=O)OC)c2)nc2cccnc21	.	4%	4%
CCN(c1ccccc1)S(=O)(=O)c1ccc(N)cc1	3%	-1%	3%
C[C@H](NC(=O)N1CCc2nc(COc3ccccc3)c3c(c2C1)CO[C@@H](C)C3)c1ccccc1	1%[12.8 µM]	12%[12.3 µM]	.
CC(C)(C)OC(=O)NC(Cc1ccccc1)C(=O)N1CCC(C(=O)NCC(=O)Nc2ccc(F)cc2)CC1 (stereo not given)	-4%	2%	-15%
CCOC(=O)c1[nH]c(C)c(CCC(=O)NCc2ccc(N(C)C)cc2)c1C	.	5%	12%
COc1cc(C(=S)N2CCOCC2)ccc1OS(=O)(=O)c1ccc(C)cc1	-1%	.	11%
O=S(=O)(c1ccccc1)c1cnc(-c2cccnc2)nc1-c1ccc(Cl)cc1Cl	?	1%	-9%
CCc1onc(C)c1C(=O)O	-1%	-3%	5%
CCOC(=O)CSc1nc2c([nH]c3ccccc32)c(=O)n1C	7%	5%	-9%
Cn1c(=O)c2c(nc(SCC(=O)Nc3ccccc3F)n2Cc2ccc(Cl)cc2)n(C)c1=O	.	7%	-7%
COc1ccccc1-n1c(CNc2c(C)cccc2C)nnc1SCC(=O)N1CCOCC1	0%	2%	1%
Cc1ccc(NC(=S)N2CCOCC2)cc1	-2%	3%	3%
COc1ccccc1NC(=O)CCCCCN1C(=O)c2cccc([N+](=O)[O-])c2C1=O	-1%	.	-15%
CC(c1ccon1)N(C)C(=O)CCc1nnc(C2(c3ccc(Cl)cc3)CCC2)o1 (stereo not given)	4%	5%	14%
O=c1cc(-c2cc3ccccc3oc2=O)c2ccc(O)cc2o1	0%	11%	.
COc1ccccc1NC(=O)c1sc2nc3n(c(=O)c2c1C)N=C(c1cccc(Br)c1)CS3	.	-2%	11%
CC(C)Sc1nc2sc3c(c2c2nnc(SCC(=O)NCc4ccco4)n12)CCCC3	6%	5%	-17%
O=C(Oc1ccc2ccccc2c1)c1ccco1	-7%	3%	-11%
COc1ccc(-c2cc(-c3c(O)c(OC)c4occc4c3OC)[nH]n2)cc1OC	-5%	8%	?
CC(C)CN(CC(C)C)CC(O)Cn1cc(/C=C/C(=O)c2ccccc2)c2ccccc21 (stereo not given)	.	3%	-9%
COc1cc(-c2noc(C)c2C(=O)NCCCN2CCOCC2)cc(OC)c1OC	.	3%	-6%
Cc1c(NC(=S)N/N=C/C=C/c2ccc([N+](=O)[O-])cc2)c(=O)n(-c2ccccc2)n1C	-19%	3%	4%
CCOc1ccc(NC(=S)Nc2ccc3nsnc3c2)cc1	9%	-3%	-31%
C/C(N)=C(/C#N)C(=O)CSc1nnc(-c2ccccc2)n1C	2%	0%	-6%
O=C1CCCN1CCCNC(=S)Nc1ccc(Nc2ccccc2)cc1	17%	.	-14%
Cc1cccc(NS(=O)(=O)c2ccc(-c3cnc(C4CC4)o3)cc2)c1C	-10%	5%	?

3 records drawn at random from those above:
SMILES	N370S GC	TDP1 block	FEN1 inhibitor
Cc1nn(-c2ccccc2)c2c1C1(C(=O)N(C)c3ccccc31)C(C#N)=C(N)O2 (stereo not given)	-17%	9%	-13%
CCc1onc(C)c1C(=O)O	-1%	-3%	5%
COC(=O)c1ccc(C)c(NC(=O)CN(c2cc(OC)ccc2OC)S(C)(=O)=O)c1	3%	4%	-3%

Source: PubChem (National Center for Advancing Translational Sciences (NCATS))
